Compound activity (PubChem)
PV pol inh = poliovirus RdRp elongation inhibitors, primary screen, biochemical, fluorescence polarization, total intensity; % elongation, % (compound at 16.7 µg/mL); Genome polyprotein (Poliovirus type 1 (strain Mahoney)), P03300; poliovirus polymerase elongation; active compounds read low; 0.66% of 150,000 active; in the data active means % elongation below about 90%; further: some results filed as inactive read as strong as hits
Target sequence (P03300 1749-2209 limits assumed): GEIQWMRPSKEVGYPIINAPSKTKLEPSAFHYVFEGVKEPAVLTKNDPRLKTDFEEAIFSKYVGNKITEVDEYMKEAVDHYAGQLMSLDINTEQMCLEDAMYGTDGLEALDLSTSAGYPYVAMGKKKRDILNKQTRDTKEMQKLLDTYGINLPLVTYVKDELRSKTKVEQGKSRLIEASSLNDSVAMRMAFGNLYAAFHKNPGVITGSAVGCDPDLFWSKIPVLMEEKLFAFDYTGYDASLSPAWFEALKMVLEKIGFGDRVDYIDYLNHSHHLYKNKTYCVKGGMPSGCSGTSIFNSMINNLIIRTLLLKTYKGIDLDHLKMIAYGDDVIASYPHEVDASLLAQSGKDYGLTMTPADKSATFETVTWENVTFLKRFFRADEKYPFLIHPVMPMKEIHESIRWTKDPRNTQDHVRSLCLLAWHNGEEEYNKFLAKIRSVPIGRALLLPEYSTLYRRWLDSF
PV pol inh FP z-score = further read-out of PV pol inh, marked with its call; z-score; measured here: FP z-score; hits read low
An asterisk follows results filed as active. These rows are one share of the data, so the mix of outcomes need not match the whole.

Sequence of screens: PV pol inh FP z-score	PV pol inh
[1] COc1ccc(-c2n[nH]c(=S)n2/N=C/c2c(C)nn(-c3ccccc3)c2C)cc1OC
    0	101
[2] COC(=O)C1CSCN1S(=O)(=O)c1ccccc1 (centres undefined)
    -0.3	107
[3] CCc1ccc(C(=O)OCCN2C(=O)c3ccccc3C2=O)cc1
    -0.2	101
[4] CC1CCCC(C)N1C(=O)CN1c2cccc3cccc(c23)S1(=O)=O (centres undefined)
    -0.4	103
[5] Cn1c(=NC(=O)CS(=O)(=O)c2ccccc2)sc2ccccc21
    0.9	105
[6] Cc1ccc(NC(=O)Cn2cc3c(n2)CCCC3)c(Cl)c1
    0.1	109
[7] c1ccc2c(c1)oc1c(NCCCCNc3ncnc4c3oc3ccccc34)ncnc12
    0.1	102
[8] C=CCN(C(=O)c1ccccc1OCc1c(C)noc1C)c1nc2c(s1)CCCC2
    0.1	101
[9] CCc1ccc(CC)c(S(N)(=O)=O)c1
    0.2	101
[10] CCCCOC(=O)C1=C(C)NC2=C(C(=O)CC(c3ccccc3)C2)C1c1ccco1 (centres undefined)
    0	102
[11] CN1CN=C(SCc2ccc(Cl)c(Cl)c2)NC1
    -0.8	98
[12] COc1ccc(C(=O)NCC(c2cccnc2)N2CCc3ccccc32)cc1OC (centres undefined)
    1.2	113
[13] CCOC(=O)C(Sc1nnnn1-c1ccc(Cl)cc1)c1ccccc1 (centres undefined)
    0.1	104
[14] O=C(O)C(c1ccccc1)N1CCOCC1 (centres undefined)
    0.1	102
[15] CNS(=O)(=O)c1ccc(NC(=O)c2cnn3c(C(F)F)cc(-c4ccccc4)nc23)cc1
    -0.2	103
[16] COc1cccc(CNC(=O)c2cc3c(=O)oc4ccc(C)cc4c3s2)c1
    0.7	110
[17] Nc1nnc(CCC(CCc2nnc(N)s2)(CCc2nnc(N)s2)C(=O)c2ccccc2)s1
    -0.3	101
[18] CN(C)S(=O)(=O)c1cccc(C(=O)Nc2nnc(Cc3ccccc3)s2)c1
    0.2	105
[19] COc1ccc2oc(=O)c(C(=O)NCCc3c(C)[nH]c4ccc(F)cc34)cc2c1
    0.3	105
[20] CCOP1(=S)Oc2cc3c(cc2C(C(=O)OC)(C(F)(F)F)O1)OCO3 (centres undefined)
    -0.1	101
[21] CC(C)c1ccc(NC(=O)COc2ncnc3cc(Cl)ccc23)cc1
    -0.6	100
[22] CCCn1c(=NC(=O)CCS(=O)(=O)c2ccccc2)sc2cc(S(N)(=O)=O)ccc21
    -1.4	99
[23] Cc1cccc(NC(=O)CSc2nc(-c3cccs3)cc(C(F)(F)F)c2C#N)c1C
    1.7	119
[24] CCc1nnc(SCC(=O)Nc2ccccc2C(F)(F)F)c2cc3occc3n12
    0.2	102
[25] O=C(NCc1ccccc1)C(=O)c1c(O)[nH]c2ccccc12
    0.3	103
[26] CN(C)C(=O)c1cn(-c2ccccc2)nc1-c1cccs1
    0.4	102
[27] O=C(Nc1c(C(=O)N2CCN(c3ccccc3)CC2)oc2ccccc12)c1ccccc1F
    0	102
[28] CCOc1ccc(N=C2NC(=O)S/C2=C\c2ccc(OC)cc2)cc1
    -0.1	101
[29] S=c1[nH]nc(-c2ccccc2)n1C1CCCC1
    0.2	101
[30] O=C(NCCc1ccccc1)c1sc(=S)n2c1[nH]c(=O)c1ccccc12
    -2.9	95
[31] CC(=O)NC1=C(c2ccc(Br)cc2)C(=O)c2ccccc2C1=O
    -0.8	100
[32] N=Nc1[nH]c(N)c2ccccc12
    0.2	101
[33] CCOC(=O)CC(=O)c1c[nH]c2ccccc12
    0.8	112
[34] CC(=O)Nc1ccc(C(=O)Cn2ncc(Cl)c(Cl)c2=O)cc1
    -0.7	99
[35] Cn1c(C(C(=O)NCC2CCCO2)N(Cc2ccc(F)cc2)C(=O)Cn2nnc3ccccc32)nc2ccccc21 (centres undefined)
    0.2	103
[36] CCOc1ccc(Cn2nnc(-c3ccc(S(C)(=O)=O)cc3)n2)cc1OCC
    -0.1	102
[37] C(=N\c1nnc2nc[nH]n12)/c1ccco1
    -0.4	96
[38] CCC1=Nc2cc(C(=O)NCCc3ccccc3)ccc2Sc2ccc(Cl)cc21
    0.7	115
[39] O=C(c1ccccc1)N1CCN(C(=O)c2cc3ccccc3oc2=O)CC1
    0.5	104
[40] Cc1cc(F)ccc1S(=O)(=O)Nc1ccc2oc3c(c2c1)CC(C)CC3 (centres undefined)
    -0.1	103

Values by screen from the entries so far:
Nos. 22 to 32 in PV pol inh read 99, 119, 102, 103, 102, 102, 101, 101, 95, 100, 101

Entries above that contain a thiophene ring, fused or not:
Sequence of screens: PV pol inh FP z-score	PV pol inh
[16] COc1cccc(CNC(=O)c2cc3c(=O)oc4ccc(C)cc4c3s2)c1
    0.7	110
[23] Cc1cccc(NC(=O)CSc2nc(-c3cccs3)cc(C(F)(F)F)c2C#N)c1C
    1.7	119
[26] CN(C)C(=O)c1cn(-c2ccccc2)nc1-c1cccs1
    0.4	102

Next records:
Sequence of screens: PV pol inh FP z-score	PV pol inh
[41] Cc1ccc(C(CC(=O)NCCCN2CCCC2)N2Cc3ccccc3C2=O)cc1 (centres undefined)
    -0.2	102
[42] Nc1sccc1C(=O)c1ccccc1
    0	102
[43] Cc1nc(SCC(=O)O)c2oc3ccccc3c2n1
    -0.2	99
[44] Cc1ccccc1Nc1nc(N)nc(CN2CC(C)OC(C)C2)n1 (centres undefined)
    0	104
[45] CCC(C)c1ccc(NC(=O)CSc2nc(N)cc(=O)[nH]2)cc1 (centres undefined)
    -0.8	95
[46] NC(=O)Cn1cnc2sc3c(c2c1=O)CCC3
    -2*	90*
[47] CCOC(=O)c1c(CSc2ccc(C)cc2)n(C)c2cc(Br)c(O)c(CN(C)C)c12
    0.2	102
[48] CCNC(=O)CC1C(=O)N(c2ccccc2)C(=O)N1Cc1ccc(F)cc1 (centres undefined)
    -0.5	101
[49] Cc1cc(-c2ccccc2)n2ncnc2n1
    -0.9	99
[50] COc1cccc(CC(NC(C)=O)C(=O)NC2CCN(C(=O)C3CC3)CC2)c1OC (centres undefined)
    -0.2	101
[51] Cc1cc(C(=O)OCC#N)c2ccccc2n1
    -0.1	106
[52] COc1ccc(CNC(=O)Cn2ccc3cc(S(=O)(=O)N4CCCCC4)ccc32)cc1OC
    -1	104
[53] COc1ccc(-c2nc(CCNC(=O)Cc3ccc(F)cc3)cs2)cc1
    -0.1	107
[54] Cc1ccc2c(COC(=O)C3=COCCO3)cc(=O)oc2c1
    0.4	107
[55] Cc1ccc(C)c(NC(=O)CN(C)C(=O)CC2OC(=O)c3ccccc32)c1 (centres undefined)
    0.4	104
[56] CC(C)N(C(=O)CCCN1C(=O)c2ccccc2C1=O)c1ccccc1
    -0.5	94
[57] O=C(c1ccco1)N1CCN(Cc2ccccc2Br)CC1
    -0.7	98
[58] Cc1cc(-c2ccccc2)nc(-c2ccccc2)c1C
    -0.1	104
[59] CCCCC(=O)c1c(C)cc(C)[nH]c1=O
    0.2	102
[60] O=S(=O)(Nc1nc2ccc(F)cc2s1)c1ccc(F)cc1F
    -0.5	101
[61] Cc1oc(-c2ccccc2)cc1C(=O)Nc1cccc(/C=C\C(=O)O)c1
    0.2	105
[62] CCOc1ccc(CCNCc2c(C(=O)O)n(Cc3ccc(C)cc3)c3cc(OC)ccc23)cc1
    0.4	109
[63] CCOC(=O)COc1ccc([N+](=O)[O-])cc1-c1ccnc2cc(-c3ccc(Cl)cc3)nn12
    0.3	106
[64] O=C(CSc1ncc(C(F)(F)F)cc1Cl)N1CCN(S(=O)(=O)c2ccccc2)CC1
    0.2	105
[65] O=C(O)CCCn1cc(NC(=O)c2ccc(Cl)cc2)cn1
    2.2	107
[66] CCC1CN(C(=O)C2CCN(S(=O)(=O)c3c(C)noc3/C=C/c3ccccc3F)CC2)c2cc(Cl)ccc2O1 (centres undefined)
    0	107
[67] COc1ccc(C=Nc2cc(C(F)(F)F)ccc2-n2ccnc2)cc1
    0.4	103
[68] c1coc(-c2nc3n(n2)C2(CCCCC2)[C@@H]2CCCC[C@@H]2N3)c1
    0.3	106
[69] O=C(CCN1c2ccccc2Sc2ccccc21)NC1=NCCS1
    -3*	85*
[70] C=C(C)Cn1c(Cc2ccccc2)nc2ccccc21
    0.2	105
[71] CC(C)C(NC(=O)c1ccc(F)cc1)C(=O)Nc1cccnc1 (centres undefined)
    -0.4	98
[72] CC(C)c1ccc(OCC(=O)N2CCC(C(N)=O)CC2)cc1
    0.3	106
[73] CCC1CCCCN1C(=O)CSc1n[nH]c(-c2ccccc2Cl)n1 (centres undefined)
    0.1	109
[74] CN(CC(=O)NC1CC1)c1ccccc1
    0	101
[75] Cc1cc2c(cc1S(=O)(=O)NCC1CCCO1)OCC(=O)N2 (centres undefined)
    0.1	102
[76] CC(=O)c1cccc(-n2c(=O)c3c4c(sc3n(CC(=O)Nc3ccccc3F)c2=O)CN(C(C)=O)CC4)c1
    0.5	106
[77] CC1(C(=O)O)CCC(C(=O)NNc2ncnc3ccccc23)C1(C)C (centres undefined)
    0.4	104
[78] CCn1c(C(=O)O)c(CNCCc2ccccc2)c2ccccc21
    2.5	107
[79] COC(=O)c1c(Oc2ccc(C(C)=O)cc2)nnc(-c2ccccc2)c1-c1ccccc1
    -1.1	102
[80] N#Cc1c(SCC(=O)NC23CC4CC(CC(C4)C2)C3)sc2c(=O)[nH]c(=O)[nH]c12
    -0.8	100
[81] CC(=O)Nc1ccc(Nc2c3c(c(C#N)c4nc5ccccc5n24)CCC3)cc1
    -0.4	100
[82] CC1CCc2onc(C(=O)N3CCN(c4ccc(Cl)cc4)CC3)c2C1 (centres undefined)
    0.7	113
[83] C#CCNC(=O)Nc1ccc(C)cc1
    0.3	104
[84] CCOc1ccccc1-c1noc(CCCC(=O)Nc2cccc(C(F)(F)F)c2)n1
    -0.4	104
[85] COc1ccc(CCn2nnc3ccccc3c2=O)cc1OC
    0.1	104
[86] O=S1(=O)CCC(NC2CCS(=O)(=O)C2)C1 (centres undefined)
    0.6	110
[87] C/C(=N\NC(=O)COc1ccccc1C)c1ccccc1O
    0.6	108
[88] O/N=C/c1cc(Cl)cc(Cl)c1
    0.1	102
[89] CC(=O)c1cccc(NC(=O)Cn2nc(C)n3cccc3c2=O)c1
    -0.2	106
[90] CCOc1ccc(OCC)c(NC(=O)C2CCCN(S(=O)(=O)c3ccc4c(c3)oc(=O)n4C)C2)c1 (centres undefined)
    1.5	114
[91] O=C(CSc1nc2ccsc2c(=O)n1Cc1ccc(F)cc1)NCc1ccc(Cl)cc1
    0.4	109
[92] Cc1ccc(C)c(CSCc2nc3ccccc3[nH]2)c1
    -0.5	102
[93] Oc1ccc(Br)c2cccnc12
    -0.7	98
[94] Cc1ccc(C(=O)N/C(=C/c2ccccc2F)C(=O)N2CCCCC2)cc1
    0.7	105
[95] CC(=O)c1ccc(NC(=O)c2noc3c2CSc2ccccc2-3)cc1
    0.2	112
[96] CCN(CC)C(=O)C(C(=O)c1ccccc1)n1cc(Cl)ccc1=O (centres undefined)
    0	103
[97] CCOC(=O)c1cnn(-c2ncnc3sc4c(c23)CCN(C(=O)OCC)C4)c1N
    0	101
[98] O=c1[nH]c2ccccc2cc1/C=N/O
    0.3	105
[99] CC1Cc2ccccc2N1S(=O)(=O)c1cnc[nH]1 (centres undefined)
    0.9	104
[100] Cc1[nH]c2ccccc2c(=O)c1CN1CCOCC1
    5.9	124

At a glance, 2 of the compounds above:
Sequence of screens: PV pol inh FP z-score	PV pol inh
[99] CC1Cc2ccccc2N1S(=O)(=O)c1cnc[nH]1 (centres undefined)
    0.9	104
[100] Cc1[nH]c2ccccc2c(=O)c1CN1CCOCC1
    5.9	124

Record cards, from the list above. Screens in order: PV pol inh FP z-score	PV pol inh
Cc1ccc(C)c(CSCc2nc3ccccc3[nH]2)c1 across the screens: -0.5	102
CC1CCc2onc(C(=O)N3CCN(c4ccc(Cl)cc4)CC3)c2C1 (centres undefined) across the screens: 0.7	113
C#CCNC(=O)Nc1ccc(C)cc1 across the screens: 0.3	104
CC1Cc2ccccc2N1S(=O)(=O)c1cnc[nH]1 (centres undefined) across the screens: 0.9	104

More structures:
Sequence of screens: PV pol inh FP z-score	PV pol inh
[101] Cc1ccc(NS(=O)(=O)c2ccc(-n3cccn3)cc2)cc1Cl
    0	108
[102] CN1CCC(c2cccs2)=N1
    -1.9	94
[103] Cc1cccc(OCC(=O)Nc2ccc3c(c2)nc(CN2CCCCC2)n3C)c1
    -0.5	108
[104] Cc1cc2cc(CN3C(=O)c4ccccc4C3=O)ccc2[nH]1
    1.1	103
[105] CCOc1ccc(NC(=O)CN2CCN(CC)CC2)cc1
    0.5	103
[106] CCc1ccccc1-n1c2c(cc(-c3nc(-c4ccc(Cl)cc4)cs3)c1=O)C(=O)CC(C)(C)C2
    0.3	107
[107] CCOC(=O)c1[nH]c(C)c(CCC(=O)NCc2cccc(C)c2)c1C
    0.6	110
[108] CN(Cc1ccccc1)c1nc(-c2ccccc2)cs1
    0	100
[109] O=C(CCc1nnc2ccc(NCc3ccccc3)nn12)N1CCCC1
    -0.3	101
[110] CCSc1nc(C)c2cc(OC)ccc2n1
    0.4	103
[111] CCc1cccc(C)c1NC(=O)c1ccc2c(c1)CCN2S(=O)(=O)CC
    -0.2	107
[112] COc1cccc(CNC(=O)c2cc(C)nc3c2c(C)nn3-c2ccc(C)cc2)c1
    1	113
[113] NC(=O)C1(N2CCCCC2)CCN(C(=O)c2ccccc2)CC1
    0	101
[114] Cc1cc(C)cc(-n2ccn(CC(=O)Nc3ccccc3C(F)(F)F)c(=O)c2=O)c1
    0.8	111
[115] O=C(NC1CCSC1=O)c1ccc(Br)cc1 (centres undefined)
    0	102
[116] COc1ccc(C(=O)NCc2ccc3c(c2)CCN3C(=O)c2ccc(C)cc2)cc1
    0.8	110
[117] Cc1nc2cc(C(=O)NC3CCCCCC3)ccc2n1-c1ccc(Br)cc1
    -0.9	104
[118] CCN(CC)S(=O)(=O)c1cccc(-c2nnc(SCc3c(C)noc3C)n2CCc2ccccc2)c1
    0.5	107
[119] CCCCOc1ccc(CNC(=O)C2COc3ccc(OC)cc3C2)cc1 (centres undefined)
    2.2	116
[120] CCOCCCNC(=O)C(c1ccccc1)N1Cc2ccccc2C1=O (centres undefined)
    -0.6	105
[121] Cc1nnc(SCC(=O)N(C)C2CCCCC2)n1C
    -0.3	98
[122] CCN1CCN(c2ncnc3c2c(-c2ccccc2)cn3-c2ccc(Cl)cc2)CC1
    0.4	103
[123] Nc1ccc(C(=O)N/N=C2\CCCc3ccccc32)cc1
    -1	96
